Screening results: PubChem BioAssay, several laboratories
TNAP act hiacc = TNAP activators at high phosphate acceptor level, primary screen, biochemical, luminescence, uHTS. purified TNAP, CDP-star luminescence, 1 M DEA, 30 min; hits give high values; 0 = EDTA background, 1 = DMSO-only activity. activation factor at 20 µM. 200,000 tested, under 10 active. AID 1136, 2008;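 active = activation factor at least 2 at 20 µM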
Target sequence (P05186 whole entry, looked up): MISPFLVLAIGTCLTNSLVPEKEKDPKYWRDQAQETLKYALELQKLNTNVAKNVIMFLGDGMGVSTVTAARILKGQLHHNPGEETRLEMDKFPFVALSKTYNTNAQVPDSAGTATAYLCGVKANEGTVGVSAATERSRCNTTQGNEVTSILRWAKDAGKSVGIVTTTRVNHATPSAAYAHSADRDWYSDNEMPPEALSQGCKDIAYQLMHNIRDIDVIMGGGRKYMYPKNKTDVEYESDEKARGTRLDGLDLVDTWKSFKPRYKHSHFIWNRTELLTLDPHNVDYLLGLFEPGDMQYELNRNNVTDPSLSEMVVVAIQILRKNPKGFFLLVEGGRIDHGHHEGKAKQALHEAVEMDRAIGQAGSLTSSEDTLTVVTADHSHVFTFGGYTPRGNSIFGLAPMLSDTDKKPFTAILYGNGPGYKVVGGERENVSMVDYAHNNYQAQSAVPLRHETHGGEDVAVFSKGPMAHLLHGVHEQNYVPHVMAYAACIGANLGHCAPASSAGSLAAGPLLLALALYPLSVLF
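Dosing: 20 µM single point. System: human TNAP. Amount: TNAP 1/800 final. Incubation: 30 min, room temperature. Read-out: TNAP activation factor scaled between EDTA and DMSO control wells. Signal: luminescence from CDP-star hydrolysis. Medium: 1 M DEA, pH 9.8, Mg2+, Zn2+. Control set: EDTA negative control, DMSO positive control.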
TNAP inh hi DEA = human TNAP enzyme inhibitors, primary screen, biochemical, luminescent, high phosphate acceptor level, uHTS | AID 1135, 2008 | inhibition, % at 20 µM | hit rate 0.03% among 200,000 | purified TNAP, CDP-star luminescence, 1 M DEA | Alkaline phosphatase, tissue-nonspecific isozyme (Homo sapiens), P05186;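 active = over 50% inhibition of tissue-nonspecific alkaline phosphatase at 20 µM in the single-dose screen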;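 also: plate controls were DMSO wells for no effect and EDTA-quenched wells as full inhibition for full effect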
PMI act hi M6P = human PMI activators, high substrate, primary screen, biochemical, fluorescence intensity, near-saturating mannose 6-phosphate. Mannose-6-phosphate isomerase (Homo sapiens), P34949. coupled PMI enzyme assay, resazurin fluorescence, 20 min; hits give high values; 1 = untreated enzyme, 0 = substrate-free blank. activation factor at 20 µM. hit rate 0.34% among 190,000. AID 1216, 2008;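 active = activation factor of 2 or more at 20 µM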
Target sequence (P34949 whole entry, looked up): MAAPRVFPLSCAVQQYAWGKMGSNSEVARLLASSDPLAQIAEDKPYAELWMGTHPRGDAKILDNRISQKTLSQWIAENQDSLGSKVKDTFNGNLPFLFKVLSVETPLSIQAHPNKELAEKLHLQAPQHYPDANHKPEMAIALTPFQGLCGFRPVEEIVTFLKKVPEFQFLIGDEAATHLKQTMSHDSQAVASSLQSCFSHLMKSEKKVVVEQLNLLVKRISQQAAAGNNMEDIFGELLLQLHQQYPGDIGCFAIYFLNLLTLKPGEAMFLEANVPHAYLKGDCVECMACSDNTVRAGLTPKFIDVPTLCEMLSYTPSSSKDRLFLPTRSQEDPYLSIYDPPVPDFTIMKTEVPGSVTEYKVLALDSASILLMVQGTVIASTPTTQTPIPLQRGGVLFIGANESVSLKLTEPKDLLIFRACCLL
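Test system: human PMI in coupled enzyme assay; Input: PMI at 15 ng/mL final; Medium: HEPES buffer, pH 7.4; Schedule: 20 min incubation at room temperature; Technique: resorufin fluorescence at Ex 544/Em 590 nm; Compound: 20 µM single dose; Probe or stimulus: Near-saturating mannose-6-phosphate, 1.0 mM.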
TNAP inh noacc = human TNAP enzyme inhibitors, primary screen, biochemical, luminescent, no phosphate acceptor, uHTS. Alkaline phosphatase, tissue-nonspecific isozyme (Homo sapiens), P05186. purified TNAP, CDP-star luminescence, 30 min. inhibition, % at 20 µM. hit rate 0.26% among 200,000;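 active = tissue-nonspecific alkaline phosphatase inhibition above about 50% at 20 µM in the single-dose screen, limit read from the data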;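 also: 0% = DMSO negative control and 100% = EDTA positive control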
L major viab = Leishmania major promastigote growth inhibition, primary screen; Leishmania major promastigotes, resazurin fluorescence viability; inhibition, % at 10 µM; hit rate 9% among 200,000; in the data active = inhibition above about 50%;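 also: promastigotes grown with compound for 44 hours at 28 °C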
bIAP activator = bovine intestinal alkaline phosphatase activators, primary screen, biochemical, bovine IAP, CDP-star luminescence. activation factor at 20 µM. hit rate 0.17% among 200,000. alkaline phosphatase, intestinal [Bos taurus]. purified bovine IAP, 30 min; hits give high values; fold of DMSO-control signal, blank-subtracted. AID 1016, 2008;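 active = activation factor of 2 or more at 20 µM, a signal rise over negative controls twice the positive control's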
Diaphorase act = compounds boosting diaphorase resazurin reduction – biochemical, uHTS, resorufin fluorescence, counter-screen for diaphorase-coupled primary assays, primary screen; Diaphorase/resazurin coupled assay, 16 min; hits give high values; 1 = vehicle wells, 0 = NADH-free wells; hit rate 0.005% among 190,000; activation factor at 20 µM;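 active = diaphorase activity raised at least twofold by the compound at 20 µM; inactive = activation factor below 2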
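Material: Clostridium kluyveri diaphorase, purified enzyme; Quantity: enzyme 0.07 U/mL final; Medium: HEPES pH 7.4 buffer with MgCl2 and Tween 20; Dosing: single compound dose of 20 µM, 1% DMSO final; Schedule: 16 min reaction at room temperature; Measured by: red resorufin fluorescence at 544/590 nm excitation/emission.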
PMI act = activators of human PMI, primary screen, biochemical, fluorescence intensity, near-Km mannose 6-phosphate. Mannose-6-phosphate isomerase (Homo sapiens), P34949. purified human PMI, coupled resazurin fluorescence, 20 min; hits give high values; 1 = vehicle control, 0 substrate-free wells. activation factor at 20 µM. hit rate 0.005% among 190,000. AID 1214, 2008;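 active = activation factor of 2 or more at 20 µM, relative to plate controls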
bIAP inhibitor = bovine intestinal alkaline phosphatase inhibitors, primary screen, selectivity assay for TNAP inhibitor project, biochemical, bovine IAP, CDP-star luminescence; alkaline phosphatase, intestinal [Bos taurus]; purified bovine IAP, 30 min; inhibition, % at 20 µM; 190,000 tested, under 10 active;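 active = over 50% inhibition of intestinal alkaline phosphatase at 20 µM in the single-dose screen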
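Assay system: bovine IAP enzyme; medium: DEA buffer 100 mM, pH 9.8, with MgCl2 1.0 mM, ZnCl2 0.02 mM; doses: 20 µM single dose; incubation: enzyme reaction for 30 min at room temperature; detection: CDP-star luminescence signal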
Diaph inh CS = diaphorase inhibitors and chemical oxidizers, primary screen, counter-screen for diaphorase-coupled primary assays, biochemical, uHTS, resorufin fluorescence. diaphorase resazurin-to-resorufin fluorescence, NADH, 16 min; bacterial (C. kluyveri) enzyme, not human. inhibition, % at 20 µM. hit rate 0.69% among 190,000;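 active = primary screen inhibition at 20 µM above a set limit, cut at about 50% in these data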;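 also: plate controls were DMSO with full reaction for no effect and wells lacking NADH for full effect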
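Test system: diaphorase enzyme from Clostridium kluyveri; amount: diaphorase at 0.14 U/mL in enzyme working solution; detection: fluorescence of resorufin formed from resazurin, Ex 544/Em 590 nm; times: reaction incubation of 16 min at room temperature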
* = called active by the depositor; nt = no result given; & = joins results of further samples.

SMILES	TNAP act hiacc	TNAP inh hi DEA	PMI act hi M6P	TNAP inh noacc	L major viab	bIAP activator	Diaphorase act	PMI act	bIAP inhibitor	Diaph inh CS
CC(O)(CS(=O)(=O)Cc1ccccc1)C(=O)Nc1ccc(C(F)(F)F)cc1 (centres undefined)	1.1	-9	1.1	-4	0	0.9	1.2	1.2	8	-19
Cc1nc(SCc2ccccc2F)c2cnn(-c3ccccc3)c2n1	1	0	0.7	-3	4	0.9	0.8	1	11	17
N#Cc1ccc(OCC(=O)N/N=C2\CCc3ccccc32)cc1	1.1	-10	1	-13	-5	0.9	0.9	1	10	8
CCNC(=S)N1CCN(CC)CC1	1	-1	1.1	-15	-7	1.2	0.9	1	-17	9
COc1ccc(N2C(=O)CCC2(C#N)c2ccc(OC)cc2)cc1 (centres undefined)	1	-5	1.1	1	-7	1.1	1.1	1	-10	-6
Cc1nnc2ccc(N3CCC4(CC3)OCCO4)nn12	1	0	0.8	-4	-8	0.9	0.8	0.8	11	18
O=C(NC1CCCCC1)C1CCCN(S(=O)(=O)c2cccs2)C1 (centres undefined)	1.1	-6	1.1	0	-2	1	1.1	1.2	4	-7
COC(=O)COc1cccc2c(=O)n(CC(=O)NCCc3ccccc3)ccc12	1	-2	1	-7	-10	1.1	0.8	1	-9	15
O=C(CSc1nnnn1-c1ccc(F)cc1)Nc1nc2ccccc2s1	1	-3	0.9	-7	-3	1.1	0.9	0.9	-14	10
CCS(=O)(=O)N1CCC(C(=O)Nc2cccc(C(C)=O)c2)CC1	1	1	1	-8	-2	0.9	1	1	12	5
COc1ccccc1-n1c(SCC(=O)Nc2cccc(C)c2)nc2c(c1=O)SCC2	1.1	-10	0.9	-16	13	1.1	0.6	0.8	-12	45
COc1ccc(Cc2c(O)nc[nH]c2=O)cc1	1	0	0.9	-3	-3	0.9	0.9	0.9	8	13
O=C(CC1S/C(=N/N=C/c2cccs2)NC1=O)Nc1ccc(Cl)c(Cl)c1 (centres undefined)	1	0	0.9	-2	25	0.9	0.8	0.8	10	19
Cn1c(=O)n(CCc2ccccc2)c(=O)c2c1nc1n2CCCN1c1ccccc1	1	1	1	-2	-1	0.9	0.9	1	5	10
O=C(COc1ccc(Cl)cc1Cl)NN1C(=O)/C(=C\c2ccc(Cl)cc2)SC1=S	1	2	1.1	-11	0	0.1	0.9	1	nt	7
CCOC(=O)c1c(C)c(C(=O)Nc2ccc3c(c2)OCCO3)c(C)n1CC	1	-1	0.9	-8	8	1	0.9	1	0	11
C(=N\N1CCN(c2ccccc2)CC1)/c1ccccc1	1.1	-7	1	-12	-3	1	1	1	4	-3
CCOC(=O)c1cnc2ccc(OC)cc2c1NCCc1ccc(OC)c(OC)c1	1	-1	1	-21	64*	0.8	1	1	20	4
Cc1ccc(Cl)c(OCC(=O)Nc2ccc3c(c2)OCCO3)c1	1	-4	0.9	-14	-2	0.9	1	0.9	10	2
Fc1ccccc1CSc1nncn1NC/C=C/c1ccccc1	1	-3	0.9	-8	-1	1	0.9	1	2	6
CC(=O)NCC(=O)OCC(=O)N1c2ccccc2Sc2ccccc21	1	-5	1.1	-10	-8	1	1	1.1	-3	-3
Oc1ccccc1-c1cc(C(F)(F)C(F)F)nc(-c2ccccc2)n1	1	1	1	-8	-3	0.9	0.9	1	8	11
CN(CCNC(=O)CN1C(=O)CSc2ccc(S(=O)(=O)N3CCCC3)cc21)Cc1ccccc1	1	-4	1.1	-11	8	1.3	1	1.1	-28	-4
O=C(NNS(=O)(=O)c1ccc(Br)cc1)c1csnn1	1	-4	1	-1	4	1.1	0.8	1	-8	18
COC(=O)c1ccccc1SC1CC(=O)N(c2cccc(C)c2)C1=O (centres undefined)	1	-3	1	6	0	1.1	0.9	1	-10	14
O=C(NCc1ccccn1)C(=O)NCc1ccccn1	1	-4	1	-8	-5	1.4	1	1.1	-35	-4
COc1ccc(C2(CNC(=O)c3cccc([N+](=O)[O-])c3)CCOCC2)cc1	1	-3	0.9	-3	-5	1	0.9	0.8	-1	11
COc1ccc(CCNC(=O)c2cc(-c3cc(C)ccc3O)n[nH]2)cc1OC	1.1	-11	0.8	-94	89*	2*	0.8	0.8	-96	16
Cc1c(C(=O)Nc2ccc(Cl)cc2)c2ccccn2c1C(=O)c1ccc(F)cc1	1	-3	1	-8	2	0.9	0.9	1	5	14
CN(C)c1cccc(NC(=O)c2ccco2)c1	1	0	0.6	-7	2	1.2	0.8	1	-17	18

Retrieved by compound from above:
SMILES	TNAP act hiacc	TNAP inh hi DEA	PMI act hi M6P	TNAP inh noacc	L major viab	bIAP activator	Diaphorase act	PMI act	bIAP inhibitor	Diaph inh CS
Oc1ccccc1-c1cc(C(F)(F)C(F)F)nc(-c2ccccc2)n1	1	1	1	-8	-3	0.9	0.9	1	8	11
O=C(NCc1ccccn1)C(=O)NCc1ccccn1	1	-4	1	-8	-5	1.4	1	1.1	-35	-4
COC(=O)c1ccccc1SC1CC(=O)N(c2cccc(C)c2)C1=O (centres undefined)	1	-3	1	6	0	1.1	0.9	1	-10	14
CN(C)c1cccc(NC(=O)c2ccco2)c1	1	0	0.6	-7	2	1.2	0.8	1	-17	18

Other compounds
SMILES	TNAP act hiacc	TNAP inh hi DEA	PMI act hi M6P	TNAP inh noacc	L major viab	bIAP activator	Diaphorase act	PMI act	bIAP inhibitor	Diaph inh CS
O=C(Oc1ccc2ccccc2c1)c1ccccc1	1.1	-7	1.1	-23	0	0.8	0.9	1.1	16	12
NC(=O)c1ncn([C@@H]2O[C@H](CO)[C@@H](O)[C@H]2O)n1	1	-3	1.1	-9	25	0.5	1	1.1	49	-5
O=C1C2C(C(=O)N1Cc1ccco1)C1C=CC2C12CC2 (centres undefined)	1	3	0.9	-4	-3	1	0.9	0.8	0	12
CCO[C@@H]1OC(C(=O)Nc2ccccc2)=C[C@H](c2ccc(C(F)(F)F)cc2)[C@H]1CCCO	1.1	-10	0.8	-11	21	1	0.6	0.8	-4	42
C=CCNC(=O)/C=C/c1ccc(C(C)C)cc1	1	3	1.1	-11	27	1	1	1	-4	3
N#Cc1ccc(CSC2=NCCN2)cc1	1	-1	1	-10	10	0.9	0.9	1.1	6	8
CC(C)CCN(N=O)[C@@H](Cc1ccccc1)CN(N=O)[C@@H](Cc1ccccc1)CN(C)N=O	1.1	-11	0.9	-11	5	0.9	0.6	0.8	9	38
CC(=O)c1cccc(NC(=O)c2cc3ccccn3n2)c1	1.1	-7	1.1	1	-1	0.8	1	1	20	-3
O=C(Nc1cccc([N+](=O)[O-])c1)Nc1cccc([N+](=O)[O-])c1	1	-4	1	-8	1	0.9	0.8	1	7	18
COCCNC(=O)C(=O)NNC(=O)COc1ccc(OC)cc1	1.1	-5	0.9	-22	-6	1.1	0.8	0.9	-10	19
c1ccc2[nH]c(CSc3nccs3)nc2c1	1.1	-6	1	-17	-6	0.7	0.8	1	26	15
CC(/C=C/c1ccc2c(c1)OCO2)=N\NC(=O)c1cccc([N+](=O)[O-])c1	1	1	1.1	-10	5	1	1.1	1.1	-5	-13
Cc1sc2ncn(CC(=O)NCC3COc4ccccc4O3)c(=O)c2c1S(=O)(=O)N1CCOCC1 (centres undefined)	1	0	1	-5	-4	1	0.9	0.9	0	6
COc1ccc(C(=O)NCC(=O)OCc2csc(-c3ccccc3)n2)cc1	1	1	0.9	-3	1	1.1	0.9	0.9	-8	14
C/C(Cc1ccccc1)=N\NC(=O)c1cccnc1	1	3	1	0	11	0.9	0.9	0.9	6	8
Cc1cc(C)c(S(=O)(=O)ON2C(=O)c3ccccc3C2=O)cc1C	1	-2	1.1	-8	4	1	1	1	1	4
CCOC(=O)c1cc2c(=O)n3ccccc3nc2n(CC(C)C)c1=NC(=O)c1ccco1	1	2	0.9	-2	43	0.9	0.9	0.9	6	6
O=C(Nc1ccc(NC(=O)c2ccco2)nc1)c1cccnc1	1.1	-6	1	-5	4	0.9	1	1.1	15	0
CC(C)(Oc1ccc(Cl)cc1)C(=O)NC1CCSC1=O (centres undefined)	1	1	1	-6	-4	0.9	1.1	1.1	14	-7
CCCSc1nc(-n2ncc(C#N)c2N)c2c3c(sc2n1)CCC(C)C3 (centres undefined)	1.1	-6	0.9	-7	8	0.7	0.8	0.8	26	20
COc1ccc(C2C3(C#N)C(N)=NC(OC)(OC)C23C#N)cc1 (centres undefined)	1	3	1	-4	21	1.1	0.9	1	-8	7
CCOC(=O)N1CCC(NC(=O)c2sc(-n3cccc3)nc2C)CC1	1	-5	0.9	-13	-3	1	0.8	0.9	2	20
COc1ccc2c(c1OC)C(=O)OC2Nc1ncc(Br)cc1Br (centres undefined)	1	-1	1	-10	-5	0.9	0.9	1	8	7
COc1ccc(Cc2nc3ccc(S(=O)(=O)N4CCOCC4)cc3[nH]2)cc1	1	3	1.1	-8	0	1	1	1.1	-3	0
COc1ccc(C(=O)C2CCCN(C(=O)/C=C/c3ccccn3)C2)c(C)c1 (centres undefined)	1	-4	1	-4	2	1	0.8	1	-1	16
O=S1(=O)CC2N=C(N(Cc3c(F)cccc3Cl)c3ccccc3F)SC2C1 (centres undefined)	1	0	1.1	-10	8	1	1	0.9	2	-1
Cc1ccc(-c2cn(-c3ccccc3)c3[n+]2CCCS3)cc1	1.1&1.1	-6&-8	1&1.1	-16&-14	100*	0.9&0.9	1.1&1	1&1.1	9&12	-5&0
Cc1cccc(N=Cc2[nH]c3ccc(Br)c(Cl)c3c2O)c1	1	3	1	8	9	1.2	0.8	1.4	-19	24
CCCCNS(=O)(=O)c1ccc(S(=O)(=O)N2CCC3(CC2)OCCO3)cc1	1	-4	1.1	0	-5	0.6	1	1	43	-3
